Screens as filed in PubChem.
ARNT TACC3 PPI: disrupts binding between human ARNT and TACC3 | AlphaScreen His-ARNT PAS-B/GST-TACC3 binding, luminescence; TACC3 fragment carries E629A point mutation | 390,000 tested, 0.66% active | Q9Y6A5 | inhibition, % at 9.99 µM;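 active = mean inhibition of replicates at least 50% and at least half of replicates each reaching 50%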;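 also: 0% = complete ARNT plus TACC3 wells and 100% = ARNT alone without TACC3; many hits fall short of the cut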
PGC1a acetyl inh: PGC1a acetylation modulation, inhibitor mode | U2OS PGC1a acetylation, AlphaScreen anti-acetyl-lysine; with virally co-expressed GCN5 acetyltransferase | inhibition, % at 15.6 µM | AID 651687 | 350,000 tested, 0.17% active;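 active = every replicate shows inhibition of at least 40%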;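 also: 0% = neutral control wells and 100% = positive control wells; some results beyond the cut were filed as inactive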
PAX8 inh HTS: lowers PAX8-driven luciferase in RMG-I cells; RMG-I TPO-luciferase reporter, SteadyGlo, 24 h; inhibition, % at 12.6 µM; 360,000 tested, 1.2% active; AID 652154;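 active = mean replicate inhibition at least 60% with every replicate also reaching 60%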;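 also: luciferase light reporting Pax8 driven TPO promoter activity; plate controls were median of neutral control wells for no effect and mitoxantrone controls for full effect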
Cneo AK release: causes C. neoformans cell lysis | adenylate kinase release luminescence, 4 h; normalised: neutral wells 0, clomiphene wells 100 | lysis activity, % at 15 µM | 360,000 tested, 0.2% active | AID 651654;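 active = mean lysis activity across replicates of at least 80%, whatever share of replicates individually reach that level; inactive = mean lysis activity below 80%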
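read-out = cell lysis signal | test system = log-phase Cryptococcus neoformans yeast cells | input = cells at 5 × 10^6 per mL | medium = fresh YPD growth medium | signal = luminescent adenylate kinase detection reagent | timing = 4 h at 37 °C static, read 1 h later | dosing = single dose | controls = Clomiphene as positive lysis control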
GSIS activator: primary screen for activators of insulin secretion dependent on glucose, INS-1E cells, GLuc reporter luminescence. INS-1E GLuc reporter insulin secretion, 2-3 h. activation, % at 16.6 µM. 370,000 tested, 0.61% active;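 active = lowest replicate activation of at least 40%, so every replicate reaches that level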;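 also: 0% = median of neutral control wells and 100% = median of IBMX positive control wells; some compounds called inactive have numbers as strong as hits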
PglD inh: blocks C. jejuni PglD acetyltransferase activity | AID 602405 | purified PglD enzyme, DTNB colorimetric CoA detection | 360,000 tested, 0.098% active | inhibition, % at 12.5 µM; in the data active = inhibition above about 16%, passing the limit was not always enough; also: strong numbers were not always called active
LGR2 antag: blocks bursicon-induced cAMP signaling via Drosophila LGR2 | HEK293 LGR2, CRE-luciferase, bursicon-stimulated, 4 h | inhibition, % at 9.99 µM | 380,000 tested, 0.35% active | AID 720647;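 active = drop in luminescence signal, shown as inhibition above about 50% in the replicate tests, limit read from the data, passing the limit was not always enough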;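 also: agonist challenge used bursicon conditioned medium at about half maximal strength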
C2C12 statin: protects C2C12 myotubes from simvastatin toxicity | ATP luminescence, 48 h; scaled: DMSO 0, geranylgeraniol control 100 | rescue of ATP level, % at 7.49 µM | 330,000 tested, 0.78% active | AID 602340;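 active = mean ATP rescue above about 67%, or every replicate alone reaching that limit, limit read from the data, passing the limit was not always enough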;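 also: myotubes were challenged with 10 µM simvastatin during compound exposure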
* marks the source's active call; other numbers are inactive results; / = no result given; & = joins results of further samples.

SMILES	ARNT TACC3 PPI	PGC1a acetyl inh	PAX8 inh HTS	Cneo AK release	GSIS activator	PglD inh	LGR2 antag	C2C12 statin
Clc1ccc(-c2cn(-c3ccccc3)c3[n+]2CCS3)cc1	-3	-13	10	/	-37	/	-29	-149
COc1cc(CN2CCNC(=O)C2CC(=O)N(C)CCC2CCOCC2)cc(OC)c1 (stereo unspecified)	8	6	7	0	19	-7	6	-1
COc1ccc(C2c3ccc4ccccc4c3Oc3ncn(CCN4CCOCC4)c(=N)c32)cc1 (stereo unspecified)	4	-3	4	8	/	-7	/	-32
CCC(=O)N(C)C[C@H]1Oc2cc(-c3cccc(C#N)c3)ccc2S(=O)(=O)N([C@@H](C)CO)C[C@H]1C	-4	4	/	0	-16	0	-10	/
CCOc1ccc(C(=O)OCC(=O)Nc2cccc(S(=O)(=O)N3CCCC3)c2)cc1	8	-1	-9	-1	-11	0	-4	6
COc1ccc(CN2C(=O)c3cccnc3C2=O)cc1S(=O)(=O)N1CCCCC1	41	/	1	-1	-11	3	-4	26
C[C@H](CO)N1C[C@H](C)[C@H](CN(C)C(=O)Nc2ccc(F)cc2)Oc2ccc(NC(=O)Nc3cccc4ccccc34)cc2C1=O	8	-6	/	2	6	-1	18	13
C[C@@H]1CN([C@@H](C)CO)C(=O)c2cccc(NS(=O)(=O)c3cccs3)c2O[C@@H]1CN(C)Cc1ccc2c(c1)OCO2	-5	3	/	-1	14	5	-6	-17
CC(=O)c1c(C)[nH]c(C(=O)OCC(=O)NCC(C)C)c1C	-4	/	-7	/	2	/	7	/
C[C@H]1CN([C@@H](C)CO)C(=O)c2cc(/C=C/c3ccccc3)cnc2O[C@H]1CN(C)C(=O)c1ccccc1	0	6	/	3	10	3	-17	13
O=C(C[C@H]1CC[C@@H]2[C@H](COC[C@H](O)CN2Cc2cccc(C(F)(F)F)c2)O1)NCc1ccc(F)cc1	-6	5	0	-6	-17	-1	11	10
N#C/C(C(N)=O)=C1/SC=C(c2ccccc2)N1c1ccccc1	/	24	-11	6	8	-4	20	/
S=c1[nH]nc(Cn2nnc3ccccc32)n1-c1ccccc1	1	5	-15	/	7	/	24	/
CCOC(=O)c1[nH]cnc1C(=O)NC(C)C	3	9	/	6	41*	-1	-18	7
O=C(CCNC(=O)C1CCN(S(=O)(=O)c2ccc(F)cc2)CC1)NCCc1cccc(F)c1	-1	0	18	-1	-7	-1	-7	-6
CCC(C)[C@H](NC(=O)N1CC(=O)Nc2ccccc21)C(=O)Nc1nccs1 (stereo partly specified)	-4	-16	9	-11	2	-7	-2	-14
C[C@H](CO)N1C[C@H](C)[C@@H](CN(C)Cc2ccc(Cl)c(Cl)c2)Oc2c(NS(=O)(=O)c3ccccc3)cccc2C1=O	1&4	-31&-13	16	-3&11	-32	-2&-2	/	24&24
Cc1ccc(S(=O)(=O)Nc2ccc(O)c(Sc3ncn[nH]3)c2)cc1	-8	10	4	2	8	-3	9	-9
COC(CNC(=O)c1ccc2c(c1)nc(C)n2-c1cc(C)cc(C)c1)OC	26	-8	-16	0	-3	2	17	-5
CN(/N=C/c1ccncc1)c1cnn(-c2ccc(F)c(Cl)c2)c(=O)c1Cl	-11	-5	-44	-1	/	-1	/	-5
O=C(O)c1ccc(-n2nc(C(F)(F)F)cc2-c2cccs2)cc1	-1	13	-2	6	8	4	-1	20
CN1C(=O)c2cc(NC(=O)c3cccc(F)c3)ccc2OC[C@@H]2O[C@@H](CC(=O)NCc3ccccc3)CC[C@@H]21	9	-10	56	43	-9	-27	-4	13
CN(C)C(=O)c1ccc(-c2ccc([C@@H]3[C@@H](CO)N4CCCCN(C(=O)C5CCCC5)C[C@H]34)cc2)cc1	3	7	-9	48	/	-38	/	/
C[C@H](NC(=O)C[C@@H]1CC[C@@H]2[C@H](COc3ccc(NC(=O)C4CCOCC4)cc3C(=O)N2C)O1)c1ccccc1	10	5	-22	-3	3	1	15	-13
CCn1ncc(C2=NOC(C(=O)Nc3cc(OC)c(Cl)cc3OC)C2)c1C (stereo unspecified)	7	-3	/	0	13	-4	/	6
Cc1cc(C=O)c(C)c2c1[nH]c1ccccc12	-2	-7	-34	2	8	2	-6	4
Cc1ccc(S(=O)(=O)N2CCN(C(=O)CNC(=O)c3ccc(Cl)cc3)CC2)cc1	-12	-14	0	0	-3	2	1	-7
Cc1ccc2nc(SCC(=O)c3c(C)[nH]c4ccccc34)[nH]c2c1	-3	/	-17	/	5	/	9	/
CC(C)n1cnc2cc(NCc3ccccc3O)ccc21	8	1	-8	/	-13	/	-16	/
CC(C)c1nnc(SCC(=O)Nc2ccc3c(c2)OCO3)n1C	-23	0	-1	2	/	2	/	/

Fetched one by one from above (2):
SMILES	ARNT TACC3 PPI	PGC1a acetyl inh	PAX8 inh HTS	Cneo AK release	GSIS activator	PglD inh	LGR2 antag	C2C12 statin
COC(CNC(=O)c1ccc2c(c1)nc(C)n2-c1cc(C)cc(C)c1)OC	26	-8	-16	0	-3	2	17	-5
CC(C)c1nnc(SCC(=O)Nc2ccc3c(c2)OCO3)n1C	-23	0	-1	2	/	2	/	/

(more compounds)
SMILES	ARNT TACC3 PPI	PGC1a acetyl inh	PAX8 inh HTS	Cneo AK release	GSIS activator	PglD inh	LGR2 antag	C2C12 statin
COc1ccc(-c2cnc3c(NC=O)cc(-c4ccccc4OC)cn23)cc1OC	/	-17	100*	6	48	-3	-26	-137
O=C(c1ccco1)N1CCN(C(=O)c2cc(-c3ccncc3)nc3ccc(Br)cc23)CC1	1	13	/	-2	/	2	/	22
COc1ccc(C2CC(c3ccc(F)cc3)Nc3nc(N)nn32)cc1OC (stereo unspecified)	-19	/	-5	0	13	-1	21	7
CCn1c(CN(C)c2ccccc2)nc2ccccc21	-4	/	26	4	24	-5	14	15
C[C@@H]1CN([C@H](C)CO)C(=O)c2cccc(NS(C)(=O)=O)c2O[C@@H]1CN(C)C(=O)Nc1ccc(C(F)(F)F)cc1	-5	6	-25	55	4	-3	10	13
NC(=O)C1CCN(C(c2ccccc2F)c2nnnn2Cc2ccco2)CC1 (stereo unspecified)	5	3	4	0	/	-2	/	12
COc1ccc(NC(C)=O)cc1NC(=O)CN1CCN(CC(=O)Nc2ccccc2Cl)CC1	-3	2	/	0	8	2	-1	-4
COc1ccc(-c2nnc(NC(=O)Cc3ccccc3)o2)cc1	6	-9	-32	12	9	1	-8	-20
Cc1nn(-c2ccccc2)c(C)c1NC(=O)COC(=O)CCOc1ccccc1	0	0	-7	0	6	1	2	0
Cc1cc(C)c2c(NC(=O)C3CC3)nn(C)c2n1	0	-10	-2	/	18	/	-14	/
Cc1ccccc1N(C(=O)c1snc(C(N)=O)c1N)C(C(=O)NCc1ccccc1)c1ccc(O)cc1 (stereo unspecified)	-1	/	37	0	-28	7	15	-10
COc1ccccc1NC(=O)CCc1c(C)nc2c(-c3ccc(F)cc3)c(C)nn2c1C	-9	3	8	3	-34	10	17	12
COc1ccc(NC2CCCN(C(=O)c3cccc(C(F)(F)F)c3)C2)cc1OC (stereo unspecified)	3	3	12	1	4	4	0	3
COC(=O)c1cc(S(=O)(=O)NCC2CCN(CCc3cccs3)CC2)cn1C	-1	6	-6	1	-8	0	-4	-2
C[C@@H]1CN([C@H](C)CO)S(=O)(=O)c2ccc(C#CC3CC3)cc2O[C@H]1CN(C)C(=O)c1ccccn1	-9	-22	/	0	-13	0	5	7
CN(C)S(=O)(=O)c1ccc(C(=O)Nc2ccccn2)cc1	0	-5	/	-1	0	4	-13	22
COc1ccccc1C(=O)O[C@H]1[C@H](Cc2ccccc2)NS(=O)(=O)[C@H]2C[C@@H]3C=C[C@]12O3	-1	-17	4	1	0	7	-2	-1
C[C@H](CO)N1C[C@H](C)[C@@H](CN(C)Cc2ccc(Oc3ccccc3)cc2)Oc2ccc(NS(=O)(=O)c3cccs3)cc2CC1=O	/	-19	30	1	-14	-3	13	9
O=C(C[C@H]1C[C@H]2c3cc(NC(=O)c4cccnc4)ccc3O[C@H]2[C@@H](CO)O1)NCC(F)(F)F	-1	5	-18	-2	10	0	-3	-2
CCc1cc2c(=O)nc3n(c2s1)Cc1ccccc1/C3=C(/O)c1ccccc1Cl	2	6	/	-5	/	2	/	2
Cc1ccccc1S(=O)(=O)NC1=NCCCCC1	-7	12	6	/	19	/	-6	-6
CCOC(=O)c1ccc(N2C(=O)CC(N(C)Cc3ccccc3)C2=O)cc1 (stereo unspecified)	-4	/	/	2	-10	-2	1	3
CCOC(=O)C1(Cc2cccc(Cl)c2)CCCN(C(=O)CCNC(C)=O)C1 (stereo unspecified)	-10	19	17	1	1	6	-1	4
Cc1cc(C)cc(OCC(=O)N2Cc3ccccc3CC2C(=O)O)c1 (stereo unspecified)	-8	18	5	1	11	-2	14	1
COc1ccccc1NC(=O)CSc1nnc(CC(=O)Nc2ccccc2F)n1C	3	13	4	-5	-3	-2	-2	4
CC(C)(C)c1ccc(OCCCCCCN2CCNCC2)cc1	17	-45	17	6	-9	-6	-14	4

Laid out differently: 13 of the compounds above
canonical_smiles | ARNT TACC3 PPI | PGC1a acetyl inh | PAX8 inh HTS | Cneo AK release | GSIS activator | PglD inh | LGR2 antag | C2C12 statin
COC(=O)c1cc(S(=O)(=O)NCC2CCN(CCc3cccs3)CC2)cn1C | -1 | 6 | -6 | 1 | -8 | 0 | -4 | -2
C[C@@H]1CN([C@H](C)CO)S(=O)(=O)c2ccc(C#CC3CC3)cc2O[C@H]1CN(C)C(=O)c1ccccn1 | -9 | -22 | / | 0 | -13 | 0 | 5 | 7
CN(C)S(=O)(=O)c1ccc(C(=O)Nc2ccccn2)cc1 | 0 | -5 | / | -1 | 0 | 4 | -13 | 22
COc1ccccc1C(=O)O[C@H]1[C@H](Cc2ccccc2)NS(=O)(=O)[C@H]2C[C@@H]3C=C[C@]12O3 | -1 | -17 | 4 | 1 | 0 | 7 | -2 | -1
C[C@H](CO)N1C[C@H](C)[C@@H](CN(C)Cc2ccc(Oc3ccccc3)cc2)Oc2ccc(NS(=O)(=O)c3cccs3)cc2CC1=O | / | -19 | 30 | 1 | -14 | -3 | 13 | 9
O=C(C[C@H]1C[C@H]2c3cc(NC(=O)c4cccnc4)ccc3O[C@H]2[C@@H](CO)O1)NCC(F)(F)F | -1 | 5 | -18 | -2 | 10 | 0 | -3 | -2
CCc1cc2c(=O)nc3n(c2s1)Cc1ccccc1/C3=C(/O)c1ccccc1Cl | 2 | 6 | / | -5 | / | 2 | / | 2
Cc1ccccc1S(=O)(=O)NC1=NCCCCC1 | -7 | 12 | 6 | / | 19 | / | -6 | -6
CCOC(=O)c1ccc(N2C(=O)CC(N(C)Cc3ccccc3)C2=O)cc1 (stereo unspecified) | -4 | / | / | 2 | -10 | -2 | 1 | 3
CCOC(=O)C1(Cc2cccc(Cl)c2)CCCN(C(=O)CCNC(C)=O)C1 (stereo unspecified) | -10 | 19 | 17 | 1 | 1 | 6 | -1 | 4
Cc1cc(C)cc(OCC(=O)N2Cc3ccccc3CC2C(=O)O)c1 (stereo unspecified) | -8 | 18 | 5 | 1 | 11 | -2 | 14 | 1
COc1ccccc1NC(=O)CSc1nnc(CC(=O)Nc2ccccc2F)n1C | 3 | 13 | 4 | -5 | -3 | -2 | -2 | 4
CC(C)(C)c1ccc(OCCCCCCN2CCNCC2)cc1 | 17 | -45 | 17 | 6 | -9 | -6 | -14 | 4
